Nrf2 ARE act = Nrf2 pathway activation | Potency, µM (top dose mostly 46.1 µM), without a hit: at the highest dose activation, most hits filed as activators | AREc32 ARE-luciferase reporter (MCF7-derived line), luminescence, 24 h | actives 0.31% (n = 410,000) | AID 624171; further: % of control where 0% means no effect; nearly all actives have a fitted effect of over 65% in size
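ARE-driven firefly luciferase activity in AREc32 cells measured after a 24 hr compound exposure at 37 deg C, using Steady-Glo reagent and a 30 min room-temperature hold.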
EPAC2 antagonist = antagonists of human EPAC2; Q8WZA2; EPAC2 GEF exchange of Rap1B-BODIPY-GDP, fluorescence; Potency, µM (titrated, usually from 114 µM), without a hit: top-dose activity, negative = inhibition, usual class: inhibitors; actives 0.18% (n = 360,000); AID 720708; further: on the % scale 0 is the no-effect control and ±100 the full control effect; nearly all actives have a fitted effect of over 45% in size; many of its hits are not listed in these tables
Target sequence (Q8WZA2 whole entry, looked up): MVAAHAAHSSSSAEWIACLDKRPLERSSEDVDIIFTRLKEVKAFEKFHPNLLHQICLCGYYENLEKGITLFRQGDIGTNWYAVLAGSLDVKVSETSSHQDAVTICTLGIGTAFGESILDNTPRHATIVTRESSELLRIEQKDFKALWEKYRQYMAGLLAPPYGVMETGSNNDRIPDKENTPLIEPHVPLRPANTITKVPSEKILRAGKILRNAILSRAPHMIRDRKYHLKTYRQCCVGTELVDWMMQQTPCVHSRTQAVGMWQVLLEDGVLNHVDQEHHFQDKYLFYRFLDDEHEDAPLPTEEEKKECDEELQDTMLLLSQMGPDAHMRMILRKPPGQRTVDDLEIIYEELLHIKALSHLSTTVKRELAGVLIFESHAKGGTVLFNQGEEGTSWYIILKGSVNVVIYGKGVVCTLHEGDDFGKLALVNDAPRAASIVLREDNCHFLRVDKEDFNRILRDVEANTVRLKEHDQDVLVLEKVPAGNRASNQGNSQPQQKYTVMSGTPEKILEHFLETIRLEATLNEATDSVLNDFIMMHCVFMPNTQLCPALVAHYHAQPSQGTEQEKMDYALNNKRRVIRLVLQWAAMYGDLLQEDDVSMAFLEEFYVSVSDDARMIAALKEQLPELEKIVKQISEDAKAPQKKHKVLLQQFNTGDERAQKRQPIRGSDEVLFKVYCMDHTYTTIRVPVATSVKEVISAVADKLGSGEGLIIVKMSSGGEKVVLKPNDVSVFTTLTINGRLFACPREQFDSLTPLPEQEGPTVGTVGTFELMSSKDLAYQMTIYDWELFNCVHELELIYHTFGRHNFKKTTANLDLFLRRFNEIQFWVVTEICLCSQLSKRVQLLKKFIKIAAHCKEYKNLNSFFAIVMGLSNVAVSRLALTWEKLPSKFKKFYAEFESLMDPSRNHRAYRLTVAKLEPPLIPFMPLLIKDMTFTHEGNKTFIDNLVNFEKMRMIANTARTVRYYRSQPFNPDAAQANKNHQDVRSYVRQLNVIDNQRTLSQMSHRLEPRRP
TGFb SMAD3 inh = inhibitors of TGF-b signaling. HepG2 CAGA-GFP TGF-b/SMAD3 reporter, GFP fluorescence, 18 h; TGF-beta stimulated, 500 pg/mL final. Potency, µM (titrated, usually from 46.1 µM), for inactives: at the top dose activity, negative = inhibition, actives largely listed as inhibitors. actives 1.2% (n = 410,000). AID 588855; further: on the % scale 0 is the no-effect control and ±100 the full control effect; nearly all actives have a fitted effect of over 65% in size
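HEPG2 CAGA-GFP cells (1000/well, DMEM with 1% FBS) were pre-incubated 2 h at 37 degrees C, given compound by pin tool, then stimulated with TGF-beta at 500 pg/mL final for 18 h before per-cell GFP fluorescence imaging.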
MCF10A rerep = induces DNA re-replication in MCF 10a normal breast cells; AID 624296; MCF 10A DNA re-replication, Hoechst nuclear intensity, 48 h; Potency, µM (top dose mostly 46.1 µM), for inactives: at the highest dose activity, positive = re-replication, hits mostly activators; actives 2.9% (n = 350,000); further: % of control where 0% means no effect; nearly all actives have a fitted effect of over 50% in size
ATXN2 expr inh = reduces ATXN2 reporter expression in HEK-293 cells | HEK-293 ATXN2-luciferase reporter, luminescence, 24 h | Potency, µM (titrated, usually from 57 µM), inactives show at the top dose activity change, negative = inhibition, actives largely listed as inhibitors | actives 0.72% (n = 360,000); further: on the % scale 0 is the no-effect control and ±100 the full control effect; nearly all actives have a fitted effect of over 55% in size
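qHTS (up to 57 uM final) was run with 24 h compound exposure of reporter cells at 37 °C. Each well was multiplexed: SteadyGlo luminescence measured ATXN2-luciferase expression after a fluorogenic Gly-Phe-AFC viability readout (25 uM final).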
ATXN viability = viability counter-screen for ATXN expression inhibitors; S2 cells (HEK-293 line with an ATXN2-luciferase reporter) viability, CellTiter-Fluor protease fluorescence, 24 h; Potency, µM (doses to about 56.7 µM), most hits filed as cytotoxic; actives 0.49% (n = 400,000); AID 651635; further: nearly all actives have a fitted effect of over 40% in size
HepG2 viability = kills HepG2 cells in TGF-b inhibitor counter-screen | HepG2 CAGA-GFP viability, ATP luminescence, 18 h | Potency, µM (doses to about 46.1 µM), inactives show at the top dose activity change, negative = cytotoxicity, actives largely listed as cytotoxic | actives 0.76% (n = 410,000); further: some results filed as inactive show a strong effect at the top dose
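HepG2 CAGA-GFP cells (1000/well, DMEM with 1% FBS) received compound, then TGF-beta at 500 pg/mL final, and were incubated 18 hours at 37 degrees C. Viability was read by CellTiter-Glo luminescence. Media-only wells were set as complete cell-killing and DMSO as no toxicity.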
A549 tox = A549 cytotoxicity, counter-screen for Nrf2 inhibitors. Potency, µM (highest dose often 46 µM), for inactives: at the top dose activity change, negative = cytotoxicity, usual class: inhibitors. actives 0.16% (n = 390,000). A549 ARE-Fluc cells, CellTiter-Fluor viability, 18-24 h; further: on the % scale 0 is the no-effect control and ±100 the full control effect
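A549 ARE_Fluc cells in 5% FBS OPTI-MEM were exposed to compounds in concentration-response for 18-24 h at 37 deg C. Viability was read by CellTiter-Fluor fluorescence (Ex 405/Em 525) after 30 min, before the luciferase read.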
Nrf2 inh = Nrf2 pathway inhibition. A549 ARE-Fluc reporter, luciferase luminescence, 18-24 h. Potency, µM (highest dose often 46 µM), for the others: at the highest dose activity change, negative = inhibition, most hits filed as inhibitors. actives 2.1% (n = 360,000); further: on the % scale 0 is the no-effect control and ±100 the full control effect; nearly all actives have a fitted effect of over 60% in size
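Concentration-response testing used A549 ARE_Fluc cells at 5000 cells/well. Following an 18-24 h compound incubation, viability was read by fluorescence (Ex 405/Em 525) and luciferase output by luminescence.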
The depositor's hits bear a star; i = inactive; ? = inconclusive; · = no result given; & = joins results of further samples; [ ] = remark or other dose. The call rests on the fitted dose curve; in most records, active means well fitted curve in the direction sought with a large enough effect; inconclusive means small, poorly fitted or top-dose-only effect, or another doubt; inactive means no such curve, though single readings can be large; an effect the other way counts as inactive or inconclusive. Potency means the concentration at half of the fitted maximal effect.

cpd	compound	Nrf2 ARE act	EPAC2 antagonist	TGFb SMAD3 inh	MCF10A rerep	ATXN2 expr inh
1	COc1cccc(C#Cc2c(CO)[nH]c3ccccc23)c1	20%	-2%	-19%	16%	10%
2	C/C(=N\O)c1ccco1	-1.2%	15%	6%	1%	-4%
3	CCOc1ccccc1NC(=O)Cn1c(=O)n(-c2cccc(C)c2)c(=O)c2c1c1cc(OC)ccc1n2C	-0.5%	·	1%	·	13%
4	COc1ccc(OC)c(/C=C/C(=O)OCC(=O)NCc2ccccc2)c1	0.6%	-4%	?	1%	-2%
5	COc1ccc(NS(=O)(=O)c2cccc(C(=O)N(C)Cc3cccs3)c2)cc1	0.5%	-23%	-21%	13%	3%
6	Cc1ccccc1OCC(=O)Nc1nnc(C2CCCCC2)s1	0.5%	-4%	47%[activator]	2%	-16%
7	O=[N+]([O-])c1ccc(N/N=C/c2cn(Cc3ccc(F)cc3)c3ccccc23)nc1	5.3%	1%	-20%	28%	-8%
8	CC(C)OCCCNC(=O)Cn1c(-c2cccs2)cc2cc(F)ccc21	7.6%	·	?	·	-28%
9	O=c1[nH][nH]c(-c2ccccc2O)c1C(C[N+](=O)[O-])c1ccc(Br)cc1 (configuration not stated)	-1.3%	11µM*	?	?	?
10	C=CCNC(=S)Nc1cccc(NC(=S)NCC=C)c1	1.9%	3%	?	6%	·
11	COc1ccc(-n2cnnc2SCC(=O)Nc2ccc(C(N)=O)cc2)cc1	0.2%	0%	0%	-1%	4%
12	Cc1ccc(-c2noc(Cn3cc(S(=O)(=O)N4CCCC4)ccc3=O)n2)cc1	2.6%	-14%	-4%	-6%	·

cpd	ATXN viability	HepG2 viability	A549 tox	Nrf2 inh
1	i	-5%	-3%	16%
2	i	-5%	3%	-1%
3	i	-1%	1%	8%[9.27 µM]
4	i	-24%	-5%	-4%
5	i	-22%	3%	3%
6	i	32%	0%	-28%
7	i	-29%	-12%	25%
8	?	-22%	-3%	-11%
9	?	-40%	3%	10%
10	·	-21%	-6%	-28%
11	i	0%	0%	1%
12	i	1%	6%	5%

The list continues.
cpd	compound	Nrf2 ARE act	EPAC2 antagonist	TGFb SMAD3 inh	MCF10A rerep	ATXN2 expr inh
13	Cc1oc2ncnc(N3CCCCC3)c2c1C(=O)NCC1CCN(Cc2ccccc2F)CC1	0.3%	·	-8%	·	0%
14	CCOC(=O)c1nn(-c2ccc(F)cc2)c(=O)cc1OCC(=O)Nc1ccc(OCC)cc1	-0.4%	13%	5%	-29%	-11%
15	CCOC(=O)c1c(S(=O)(=O)N2CCCC2)c(C)n(C)c1C	-0.1%	0%	-9%	3%	-4%
16	CC(=O)N1CCN(c2ccc(NC(=O)c3cccc(Cl)c3)cc2)CC1	0.4%	2%	-18%	9%	18%
17	CC(C)(C)c1ccc(C(CC(=O)O)NC(=O)CSc2ccccc2)cc1 (configuration not stated)	1.7%	?	-15%	-1%	4%
18	COc1cccc(-c2nnc3sc(CN4CCCCC4)cn23)c1	0.1%	·	-13%	·	-7%
19	CCOC(=O)C(C)(C)N(Cc1ccccc1C)S(=O)(=O)c1ccc(Cl)c([N+](=O)[O-])c1	?	-1%	7%	18µM*	-16%
20	CCN(CC(=O)NCc1cccs1)C(=O)c1ccc(NS(=O)(=O)c2cccc([N+](=O)[O-])c2)cc1	-0.1%	11%	16%	-1%	0%
21	O=C(c1cccc(OC(F)F)c1)N1CCN(c2ncccn2)CC1	-0.5%	0%	-11%	-4%	6%
22	Cc1nn(-c2ccccc2)c(OC(=O)c2ccc(Br)cc2)c1S(=O)(=O)c1ccccc1	-1.1%	·	6%	·	4%
23	C#CCOc1c(Cl)cc(C2C3=C(CCCC3=O)N(CC(=O)O)C3=C2C(=O)CCC3)cc1OC	-0.5%	7%	9%	21µM*	-16%[2.22 µM]
24	O=C(COC(=O)c1nsc(Cl)c1Cl)NC1CCCC1	-0.2%	-3%	-5%	?	37%

cpd	ATXN viability	HepG2 viability	A549 tox	Nrf2 inh
13	i	-14%	9%	?
14	i	-6%	4%	1%
15	i	-5%	2%	1%
16	i	-8%	-2%	?
17	i	-3%	2%	-21%
18	?	-16%	-15%	·
19	i	-21%	3%	-4%
20	i	1%	-3%	?
21	i	-10%	-8%	0%
22	i	1%	3%	2%
23	·	-3%	?	0%
24	i	-7%	-4%	17%

(more compounds)
cpd	compound	Nrf2 ARE act	EPAC2 antagonist	TGFb SMAD3 inh	MCF10A rerep	ATXN2 expr inh
25	CCN(CC(=O)Nc1c(F)cccc1F)C(=O)/C=C/c1ccc(S(=O)(=O)N2CCCCCC2)cc1	3.3%	-23%	-28%	3%	-14%
26	Cc1ccc(-n2nc3cc(C)c(NC(=O)c4cccnc4)cc3n2)cc1	0.8%	0%	-8%	3%	27%
27	O=C(COc1ccc(/C=N/NC(=O)c2ccccc2O)cc1)Nc1ccc([N+](=O)[O-])cc1	-0.7%	5%	2%	9%	-22%
28	CC(=O)c1cc(C#N)c(SCC(=O)OC(C)(C)C)nc1C	4.4%	18%	19%	10%	16%
29	O=C(Cc1ccccc1)NCCC1=CCCCC1	-0.2%	5%	-17%	?	21%
30	Cc1cc(NC(=O)CSc2nnnn2-c2ccc(C)c(C)c2)no1	-0.8%	2%	-18%	-18%	-15%
31	O=C(CCCCCNC(=O)N1CCn2c1nc1ccccc12)N[C@@H](C(=O)O)c1ccccc1	0.3%	15%	24%	-28%	3%
32	COc1ccc(Nc2nc(-c3ccccc3)c3ccccc3n2)cc1	0.7%	15%	-11%	18%	12%
33	CC(C)(C)OC(=O)COc1cc(F)ccc1[N+](=O)[O-]	-1.3%	10%	?	0%	9%
34	CC(C)C(C(=O)Nc1cccnc1)N1C(=O)c2ccccc2C1=O (configuration not stated)	-0.4%	-3%	15%	-182%[0.0737 µM]	3%
35	CC(=O)Nc1cccc(NC(=O)CSc2nc3c(=O)n(C)c(=O)n(C)c3n2C)c1	-0.2%	2%	4%	0%	0%
36	CCc1cccc2c(C(=O)C(F)(F)F)cn(CC(=O)NCC3CCCO3)c12 (configuration not stated)	-0.7%	24%	16%	0%	·

cpd	ATXN viability	HepG2 viability	A549 tox	Nrf2 inh
25	i	-18%	-12%	-22%
26	i	2%	-6%	?
27	?	3%	-3%	12%
28	i	4%	14%	·
29	i	-9%	0%	?
30	i	-25%	2%	13%
31	i	35%	0%	23%
32	i	-49%	3%	-3%
33	i	1%	-5%	-1%
34	i	-1%	-12%	4%
35	i	3%	3%	23%
36	i	-1%	-14%	?

(next part)
cpd	compound	Nrf2 ARE act	EPAC2 antagonist	TGFb SMAD3 inh	MCF10A rerep	ATXN2 expr inh
37	COc1cc(C)nc(NS(=O)(=O)c2ccccc2)n1	-0.6%	6%	2%	6%	0%
38	COCCCNC(=O)C1CCCN(C(=O)Nc2ccc(OC)cc2)C1 (configuration not stated)	-0.5%	-3%	3%	9%	-2%
39	CCCCn1c(=O)[nH]c(=O)c2c1nc(-c1ccc(OCC)cc1)n2CC	-0.3%	1%	1%	15%	-8%
40	O=C(Cc1ccc(Cl)cc1)NCC(=O)N1CCC2(CC1)NCCc1[nH]cnc12	1.8%	-4%	3%	·	·
41	Cc1ccccc1NC(=O)CSc1nnc(NC(=O)C2CC2)s1	2.2%	1%	-20%	6%	-6%
42	C=CCSc1nnc(Cc2c(C)[nH]c3ccccc23)o1	4.3%	-16%	2%	4%	2%
43	COc1ccc(N2CCN(C(=O)Cn3cnc4c(cnn4-c4ccc(C)cc4)c3=O)CC2)cc1	-0.8%	-2%	3%	-2%	-30%
44	Cc1csc(=Nc2ccc(S(=O)(=O)N3CCOCC3)cc2)n1Cc1ccco1	2.6%&3.8%	-1%	5%&0%	12%&6%	-15%&-1%
45	COc1cc(O)c(CCO)c2c1C(=O)C[C@@H](C)O2	2.1%	-2%	3%	-1%	-2%
46	C/C(=N\Nc1nc(N2CCCCC2)nc(N2CCOCC2)n1)c1cccs1	2.9%	1%	-9%	2%	-22%
47	CN(C)CC#Cc1cncc(C(=O)NNC(=O)Nc2ccc(Cl)cc2)c1	-0.1%	-2%	10%	11%	-23%
48	CC(C)Cn1c(=O)c2ccccc2n2c(CCC(=O)N3CCN(c4ccccc4F)CC3)nnc12	4.5%	·	-27%	·	·
49	FC(F)(F)c1cc(-c2ccccc2)nc(NCC2CCCO2)n1 (configuration not stated)	0.8%	-3%	-6%	22%	-2%

cpd	ATXN viability	HepG2 viability	A549 tox	Nrf2 inh
37	?	4%	-6%	1%
38	i	4%	-2%	1%
39	i	-35%	0%	-5%
40	i	-1%	·	·
41	i	-8%	1%	-19%
42	i	-4%	-1%	6%
43	i	4%	-8%	-8%
44	i	1%&5%	-4%&-11%	?
45	i	-7%	0%	-11%
46	i	1%	2%	0%
47	i	10%	-2%	1%
48	·	-11%	-8%	-10%
49	i	-36%	-7%	?

From PubChem

An excerpt (hit frequency here may not be typical).
